# Source: PubChem
# aSyn tox rescue: inhibitors of alpha-synuclein toxicity in yeast | S. cerevisiae alpha-synuclein toxicity rescue, BacTiter-Glo growth, 24 h | Potency, µM (series often up to 46.1 µM), without a hit: top-dose growth rescue (activation), usual class: activators | 94,000 tested, 0.02% active; active = well fitted activation curve with a large enough effect; inconclusive = small, poorly fitted or top-dose-only effect; note: 0% is about no effect
#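 Growth restoration measured by BacTiter-Glo luminescence after 24 hr at 30 deg C; alpha-synuclein yeast, raffinose-pregrown to mid-log, were added at OD600=0.02 in galactose medium onto pinned compounds.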
# The depositor's hits bear a star; ? = inconclusive. Potency is the fitted concentration of half-maximal effect. The list is partial, so the mix of outcomes need not match the whole.
entry	Molecule	aSyn tox rescue
1	CCOC(=O)c1cnc2c(ccc3ccccc32)c1Nc1ccc(OCC)cc1	4%
2	CC1CCCCC1NC(=O)c1c(O)nc2ccccn2c1=O (stereo unspecified)	-2%
3	Cc1ccc(C(=O)NCCCNC(=O)COc2ccc(Cl)cc2)cn1	9%
4	O=c1cnn(Cc2ccc(Cl)c(Cl)c2)c2ccccc12	17%
5	CN1C(=O)Cc2cc(S(=O)(=O)CCC(=O)Nc3ccc(OC(F)(F)F)cc3)ccc21	0%
6	CC(C)=CC(O)C/C(C)=C/COc1ccc2ccc(=O)oc2c1 (stereo unspecified)	7%
7	CC(=O)c1ccc(NC(=O)CSc2nnc(NC(=O)NC3CCCCC3)s2)cc1	4%
8	Cc1ccc(-c2onc(C)c2C)cc1S(=O)(=O)NC1CCC(C)CC1 (stereo unspecified)	5%
9	O=C(CCCCn1c(=O)c2ccccc2n(Cc2cccc(Cl)c2)c1=O)NCc1ccc2c(c1)OCO2	4%
10	COc1ccccc1N(CC(=O)NCCSCc1cccc(Cl)c1)S(C)(=O)=O	-2%

# A different layout for four compounds above:
(9) O=C(CCCCn1c(=O)c2ccccc2n(Cc2cccc(Cl)c2)c1=O)NCc1ccc2c(c1)OCO2
  aSyn tox rescue: 4%

(5) CN1C(=O)Cc2cc(S(=O)(=O)CCC(=O)Nc3ccc(OC(F)(F)F)cc3)ccc21
  aSyn tox rescue: 0%

(6) CC(C)=CC(O)C/C(C)=C/COc1ccc2ccc(=O)oc2c1 (stereo unspecified)
  aSyn tox rescue: 7%

(7) CC(=O)c1ccc(NC(=O)CSc2nnc(NC(=O)NC3CCCCC3)s2)cc1
  aSyn tox rescue: 4%

# Additional structures:
entry	Molecule	aSyn tox rescue
11	COc1ccc(-n2ncc(C(=O)N3CCc4ccccc4C3)c2C2CCN(C(=O)OC(C)(C)C)CC2)cc1	-1%
12	Cc1cc(C(=O)N/N=C/c2ccc(OCc3ccccc3)cc2)c(C)o1	-11%
13	CC(=O)Nc1ccc(NC(=O)c2csnn2)cc1	1%
14	CCOc1ccc(S(=O)(=O)Nc2cccc(C(=O)NCC(C)(C)N3CCOCC3)c2)cc1	5%
15	Cc1cc(-n2c(C)cc(C(=O)COc3ccccc3[N+](=O)[O-])c2C)no1	-3%
16	O=c1[nH]c(CN2CCN(S(=O)(=O)/C=C/c3ccccc3)CC2)nc2cc(Cl)ccc12	7%
17	Cc1cccc(CNC(=O)C2CCCN(S(=O)(=O)c3cn(C)cn3)C2)c1 (stereo unspecified)	9%
18	CC(=O)N/N=c1\sc2ccccc2n1C	2%
19	COc1ccc(-c2nc3scc(CCNS(=O)(=O)c4cccs4)n3n2)cc1	9%
20	Nn1c(=O)[nH]c2c([nH]c3ccccc32)c1=O	-4%
21	Cc1cc(C(F)(F)F)n2nc(-c3ccc(Br)cc3)cc2n1	-2%
22	COc1ccccc1Cn1c(=S)[nH]c2ccc(F)cc2c1=O	12%
23	CCN(CC)CCN(C(=O)c1ccco1)c1nc2ccc(F)cc2s1	1%
24	O=C(c1ccco1)N1N=C(C2CCCCC2)CC1(O)C(F)(F)F (stereo unspecified)	0%
25	Cn1c(C(=O)N[C@@H](C(=O)O)c2ccccc2)cc2cc(Cl)ccc21	-2%
26	COc1ccc(C(C(=O)NC2CCCCC2)N(C(=O)c2ccco2)c2ccccc2OC)cc1 (stereo unspecified)	-7%
27	COc1ccc(NC(=O)CCNC(=O)c2ccccc2)cc1S(N)(=O)=O	-1%
28	Cc1ccc(NC(=O)CN2CCN(C)CC2)cc1S(=O)(=O)N1CCOCC1	-1%
29	COc1cccc(-n2nnc3c(=O)n(C/C=C/c4ccccc4)cnc32)c1	-10%
30	CCCCSc1nc2c(c(=O)[nH]c(=O)n2C)n1CCc1ccccc1	-14%
31	CCOC(=O)NNC(=O)C1CCC(C)CC1 (stereo unspecified)	0%
32	O=C(/C=C\Nc1ccc2c(c1)OCO2)c1cccs1	2%
33	Cc1ccc(C)c2[nH]c(=O)c(CN(Cc3ccco3)C(=S)NCC3CCCO3)cc12 (stereo unspecified)	4%
34	CCOc1ccc(C(c2c(O)cc(C)n(CCOC)c2=O)N2CCC(C)CC2)cc1 (stereo unspecified)	-1%
35	COc1ccc(C(=O)Nc2ccc(-n3nncc3-c3ccc(OC)c(OC)c3)cc2)cc1	2%
36	Nc1ccn([C@@H]2O[C@H](CNCc3cnc(N4CCOCC4)s3)[C@@H](O)[C@H]2O)c(=O)n1	3%
37	Cc1ccc(-c2nc(-c3cc4cccc(OCc5cccc(F)c5)c4oc3=O)no2)cc1	0%
38	CC1C(=O)N(Cc2cn(CCC3OCCCO3)nn2)CCS(=O)(=O)N1Cc1ccc(-c2cccc(N(C)C)c2)cc1 (stereo unspecified)	-11%
39	Cc1nc(NCC(c2ccccc2)N(C)C)c2c(C)c(C)sc2n1 (stereo unspecified)	-2%
40	CCN1C(=O)[C@H]2[C@@H](c3ccc(OC)cc3)N[C@]3(CCCN(Cc4ccc(C(F)(F)F)cc4)C3=O)[C@H]2C1=O	-4%
41	CCCCN(CC)Cc1ccc(CNC(=S)Nc2ccc(C)cc2Cl)o1	6%
42	O=C(CN1C(=O)CCSc2ccc(S(=O)(=O)N3CCCC3)cc21)Nc1ccccc1Cl	4%
43	Cc1ccc(NCCC(=O)c2cccs2)cc1	-2%
44	CC1CCC(C(=O)NC(C(=O)OCC(=O)c2ccc(Br)cc2)C(C)C)CC1 (stereo unspecified)	-2%
45	COc1cc(C(c2c(C)[nH][nH]c2=O)c2c(C)[nH][nH]c2=O)ccc1OC(=O)c1ccccc1OC	-5%
46	Cc1ccc(NC(=O)C2CCCN(S(=O)(=O)c3cccc4cccnc34)C2)c(Br)c1 (stereo unspecified)	4%
47	CCCC(C(=O)Nc1cc(C)c(Cl)cc1OC)N1Cc2ccccc2C1=O (stereo unspecified)	18%
48	Cc1ccc(-c2noc(-c3ccc(N4CCC(C)CC4)c([N+](=O)[O-])c3)n2)cc1	-5%
49	CCOc1ccc(C(c2c(O)cc(C)n(Cc3ccco3)c2=O)N2CCN(C)CC2)cc1 (stereo unspecified)	-5%
50	COC(=O)c1ccc(NC(=O)Cn2cnc3c(nnn3-c3cccc(OC)c3)c2=O)cc1	3%
51	Nc1ccn([C@@H]2O[C@H](CNC(=O)[C@@H](Cc3cn(COCc4ccccc4)cn3)NC=O)[C@@H](O)[C@H]2O)c(=O)n1	-5%
52	COc1cccc(NC(=O)CN(C)C(=O)c2sc3cc(Cl)ccc3c2Cl)c1	10%
53	CCOC(=O)c1ccc(N2C(=O)c3n[nH]c(-c4cccs4)c3C2c2ccc(C(C)(C)C)cc2)cc1 (stereo unspecified)	-6%
54	CC(C)c1nn2c(=O)cc(COC(=O)c3ccc(NC(=O)c4ccccc4Cl)cc3)nc2s1	-18%
55	Cc1ccc(NS(=O)(=O)c2ccc3c(c2)N(C)C(=O)CC(=O)N3C)cc1Cl	-5%
56	Cc1cc(C)c(C)c(S(=O)(=O)N2CCCN(C)CC2)c1C	6%
57	Cc1ccc(Cl)cc1NC(=O)Cn1nc2c(cc1=O)CC(C)CC2 (stereo unspecified)	0%
58	CC(=O)c1cccc(NC(=O)CNC(=O)Cc2ccccc2)c1	-12%
59	CCc1ccc2oc(-c3ccc(NC(=O)c4cccc(Cl)c4Cl)cc3)nc2c1	-9%
60	COc1ccc(-c2cc(C(F)(F)F)n3ncc(C(=O)N4CCc5ccccc5C4)c3n2)cc1	8%

# Following part
entry	Molecule	aSyn tox rescue
61	COc1ccc2ncc3c(-c4ccc(C)c(C)c4)nn(CC(=O)NC4CCCC4)c3c2c1	3%
62	Cc1ccc(S(=O)(=O)N(C)C)cc1[N+](=O)[O-]	-2%
63	O=C(COc1ccc(F)cc1)Nc1ccc2nc(SCC(=O)N3CCCC3)sc2c1	-7%
64	O=C(NCc1ccc(Cl)cc1)C1CCC(CNc2c(N3CCCC3)c(=O)c2=O)CC1 (stereo unspecified)	0%
65	CCOC(=O)N1CCc2c(sc3c2c(=O)n(CCc2ccccc2)c(=O)n3CC(=O)Nc2ccc(C)cc2)C1	-10%
66	COc1ccc2nc(N(Cc3cccnc3)C(=O)COc3ccccc3)sc2c1	?
67	CC(=O)Nc1ccc(N2CCN(c3ccc(C(F)(F)F)cn3)CC2)nc1	-10%
68	O=C(COC(=O)c1n[nH]c2ccccc12)Nc1ccccc1	-1%
69	Cc1ccc(NC(=O)Nc2ccccc2OCc2cc(=O)n3ccccc3n2)c(Cl)c1	1%
70	O=C(O)c1ccccc1CSc1nc2ccccc2s1	-10%
71	CCc1ccc(N2CC(C(=O)Nc3ccc4c(c3)OCCO4)CC2=O)cc1 (stereo unspecified)	2%
72	O=C(CN(C(=O)CCC(=O)Nc1nccs1)c1ccccc1F)NCc1ccccc1	-7%
73	CCOc1ccc(NC(=O)Cn2c(=O)n(CC(=O)NCCc3ccccc3)c(=O)c3sccc32)cc1	-5%
74	COc1ccc(C(=O)NCc2ccc(C)cc2)cc1S(=O)(=O)N1CCOCC1	-11%
75	O=C(Nc1cc(Cl)ccc1F)C1=COCCO1	-11%
76	C[C@@H]1CN([C@H](C)CO)C(=O)CCCn2cc(nn2)CO[C@H]1CN(C)C(=O)CCC(F)(F)F	-5%
77	CC(C)(CN1CCc2ccccc2C1)NS(=O)(=O)c1ccccc1	-5%
78	COc1ccc(C)cc1NC(=O)c1nnn(CC(=O)Nc2c(C)cccc2C)c1N	-1%
79	Cc1ccc(C2CC(=O)Nc3cc4c(cc32)OCCO4)cc1 (stereo unspecified)	-3%
80	CCOC(=O)C1(Cc2cccc(OC)c2)CCN(Cc2cnc(N)nc2)CC1	-7%
81	Cc1ccc(Cl)cc1-n1ncc2c(NC3CCCCC3)ncnc21	-22%
82	COc1ccccc1CNC(=O)CCS(=O)(=O)c1ccc2c(c1)oc(=O)n2C	2%
83	CCCNC(=O)c1ccc(-c2nc(CS(=O)(=O)c3ccc(C)cc3)c(C)o2)cc1	1%
84	CCOc1ccccc1NC(=O)c1ccc(F)c(S(=O)(=O)N2CCN(c3ccc(F)cc3)CC2)c1	3%
85	Cc1ccc(C(=O)N/N=C/c2cccc(OC(=O)/C=C/c3ccco3)c2)cn1	7%
86	COc1ccc(Br)cc1CN(C)CC(O)COc1ccc(Br)cc1 (stereo unspecified)	-5%
87	COc1ccc(CNC(=O)COC(=O)CCCOc2ccc(Cl)cc2Cl)cc1	6%
88	COc1ccccc1Nc1nc(Cl)nc(NC(C)(C)C)n1	-19%
89	Cc1cc(C)cc(-n2c(SCC(=O)NCc3ccc(F)cc3)nc3c([nH]c4ccccc43)c2=O)c1	6%
90	COc1ccc(NS(=O)(=O)c2cccc(NC(=O)NC3CCCCC3)c2)cc1	-7%

# Compounds shown so far containing a nitro group on carbon (3):
entry	Molecule	aSyn tox rescue
15	Cc1cc(-n2c(C)cc(C(=O)COc3ccccc3[N+](=O)[O-])c2C)no1	-3%
48	Cc1ccc(-c2noc(-c3ccc(N4CCC(C)CC4)c([N+](=O)[O-])c3)n2)cc1	-5%
62	Cc1ccc(S(=O)(=O)N(C)C)cc1[N+](=O)[O-]	-2%

# The list goes on.
entry	Molecule	aSyn tox rescue
91	CCOC(=O)Cc1nn(Cc2nc(-c3ccc(C#N)cc3)cs2)c(=O)c2ccccc12	-7%
92	CCOC(=O)c1cc(OC(=O)c2ccccc2OC)n(-c2ccccc2)n1	11%
93	CCOc1ccc(NC(=O)CSc2oc(-c3cccs3)nc2S(=O)(=O)c2ccc(Cl)cc2)cc1	3%
94	C(=N\N(c1ccccc1)c1ccccc1)/c1ccccn1	6%
95	O=C(CN1CCN(c2ccccc2O)CC1)NC(=O)NC1CCCC1	2%
96	Cc1ccc(-n2c(=O)c3c4c(sc3n(Cc3cccc(Cl)c3)c2=O)CCC4)cc1C	-5%
97	O=C(NCc1cccs1)c1cccn2c(=O)c3sccc3nc12	4%
98	CCCN(CCC)CCNC(=O)c1cc(Sc2ccc(Cl)cc2)nc2ccccc12	8%
99	CC(C)CC1NC(=O)c2cccnc2-n2c1nc1cc(F)ccc1c2=O (stereo unspecified)	-4%
100	CCCCn1cc(S(=O)(=O)c2cc(C)ccc2C)c(=O)c2cc(F)c(F)cc21	5%
101	Cc1cc(C)nc(NC(=O)/C=C/c2ccc(Cl)cc2)n1	-1%
102	COc1ccc(CC(=O)NNC(=O)CSc2nnc(C)n2-c2ccccc2)cc1	-19%
103	COc1cc(C2C3=C(Nc4nc(N)[nH]c(=O)c42)c2ccccc2C3=O)ccc1O (stereo unspecified)	-12%
104	O=C(CSc1nnc(Cc2ccccc2)o1)c1ccc(F)cc1	6%
105	N#Cc1cccc(NC(=O)C2CCN(c3nc(-c4ccc(Cl)cc4)no3)CC2)c1	-1%
106	CCOc1ccc(C(=O)Nc2cccc(C(=O)OCc3cc(=O)n4nc(C5CC5)sc4n3)c2)cc1	-1%
107	COc1ccc2c(c1)c1c(c(=O)n(-c3ccccc3C)c(=O)n1CC(=O)N1CCCC1)n2C	-2%
108	CCCNC(=O)CSc1nnc(NC(=O)C2CC(=O)N(c3ccccc3OC)C2)s1 (stereo unspecified)	12%
109	Cc1ccc(OC(C)C(=O)N2CCc3ccccc32)c([N+](=O)[O-])n1 (stereo unspecified)	5%
110	CC#CC[N+](C)(C)CCCCCC	-1%
111	COc1ccccc1N1CCN(C(CNC(=O)C2CCCCC2)c2cccnc2)CC1 (stereo unspecified)	1%
112	O=C(CCNS(=O)(=O)c1ccc2c(c1)CCN2C(=O)C1CC1)N1CCN(c2cccc(Cl)c2)CC1	-5%
113	COc1ccc(NC(=O)c2cc(Br)ccc2Cl)c([N+](=O)[O-])c1	-1%
114	COc1cc2oc(=O)c(CC(=O)N3CCCCC3)c(C)c2cc1Cl	3%
